Screening data as filed in PubChem BioAssay.
VHR inh abs: inhibitors of human VHR1 phosphatase (DUSP3) | inhibition, % at 13.3 µM | AID 1654 | recombinant VHR phosphatase, pNPP absorbance | 0.52% of 290,000 active; in the data active means inhibition above about 50%; further: some compounds called inactive have numbers as strong as hits
Target sequence (P51452 whole entry, looked up): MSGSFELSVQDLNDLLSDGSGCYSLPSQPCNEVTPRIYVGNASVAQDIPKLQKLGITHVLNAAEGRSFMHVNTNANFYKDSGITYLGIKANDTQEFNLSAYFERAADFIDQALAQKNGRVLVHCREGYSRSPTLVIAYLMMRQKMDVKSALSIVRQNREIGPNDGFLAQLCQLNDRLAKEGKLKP
SARS 3CLpro inh: SARS-CoV 3CLpro protease inhibition | recombinant SARS-CoV 3CLpro, quenched FRET peptide cleavage | inhibition, % at 6 µM | 0.14% of 290,000 active | AID 1706; in the data active means inhibition above about 12%
An asterisk follows results filed as active; . = not tested or not shown. Only part of the results is shown (hit frequency here may not be typical).

SMILES | VHR inh abs | SARS 3CLpro inh
Cc1csc(NC(=O)c2c(O)c3cccc4c3n(c2=O)CCC4)n1 | 2 | .
CCOC(=O)c1sc(NC(=O)c2cc3c(C)nn(-c4ccccc4)c3s2)nc1C | 8 | .
COc1cccc(C(N)CC(=O)O)c1 (stereo not given) | 4 | .
Cn1c(=O)c2c(nc(SCCOc3ccc4ccc(=O)oc4c3)n2C)n(C)c1=O | 6 | .
C=CCn1c(NC(=O)c2ccco2)c(S(=O)(=O)c2ccccc2)c2nc3ccccc3nc21 | -3 | .
Cc1ccc(-c2nsc3c(N4CCN(C(=O)c5ccco5)CC4)ncnc23)cc1 | 4 | .
CNC(=O)c1cc2c(=O)n3cc(C)ccc3nc2n(Cc2ccco2)c1=N | 28 | .
Cc1ccc(-n2nc(C)c(C3C(C#N)=C(N)OC4=C3C(=O)CCC4)c2Cl)cc1 (stereo not given) | 25 | .
COc1nnnc2c1sc1nc(N3CCOCC3)c3c(c12)CC(C)(C)OC3 | 44 | .
C=CCn1c(=O)c(C(=O)Nc2ccccc2OC)c(O)c2ccccc21 | 7 | .
Cn1c(SCCSc2nnc(-c3ccccc3)n2C)nnc1-c1ccccc1 | 12 | .
COc1ccc(CCn2c(-c3ccco3)nc3nc4ccccc4nc32)cc1OC | 21 | .
CCn1c2ccccc2c2nnc(SCc3cc(=O)n4ccsc4n3)nc21 | 15 | .
Cc1cccc2cc(CN(CC3CCCO3)S(=O)(=O)c3ccccc3)c3nnnn3c12 (stereo not given) | 14 | .
COc1cccc(C2C(C(=O)c3sc(C)nc3C)=C(O)C(=O)N2CCN(C)C)c1OC (stereo not given) | 32 | .
CCOc1cccc(-c2nnc3sc(-c4cc(OC)c(OC)cc4OC)nn23)c1 | 17 | .
CC(C)C(=O)N1CCC2(CC1)Oc1ccc(F)cc1C(=O)C21CC(c2cccnc2)=NO1 (stereo not given) | 22 | .
COc1nc2c(C)cccc2cc1-c1noc(-c2ccncc2)n1 | -24 | .
O=C(Cc1ccccc1)N[C@@H](Cc1ccc(O)cc1)C(=O)O | 19 | .
C#CCOCCOCCOCCNc1nc(N2CCN(C(=O)[C@H]([C@@H](C)CC)n3cc([C@@H](N)CC(C)C)nn3)CC2)nc(N2CCN(C(=O)[C@H](Cc3cc4ccccc4[nH]3)n3cc([C@@H](N)CC(C)C)nn3)CC2)n1 | 11 | .
c1cc(-c2nc3cc(Cc4ccc5oc(-c6ccncc6)nc5c4)ccc3o2)ccn1 | 10 | .
CCC(=O)O[C@@H]1CC(=O)O[C@H](C)CC=CC=C[C@@H](O)[C@H](C)C[C@H](CC=O)[C@H](O[C@H]2O[C@H](C)[C@@H](O[C@H]3C[C@@](C)(O)[C@@H](OC(=O)CC)[C@H](C)O3)[C@H](N(C)C)[C@H]2O)[C@H]1OC | 6 | .
CCN1C(=S)SC(=O)C1=C1C=C(C)N(CCOC)C(C)=C1 | 12 | .
Cc1ccc(-c2nn3c(-c4cccc(Cl)c4)nnc3s2)cc1 | 7 | .
Cn1c(=O)c2c(nc(SCc3cc4c(cc3Cl)OCO4)n2C)n(C)c1=O | 24 | .
CC(=O)c1ccc(-c2ccccc2[C@H]2[C@H]3C=CC[C@@H](C)[C@@H]3C(=O)N2Cc2ccccc2)cc1 | 19 | .
CCCCCC(=O)Nc1cccc(C2=NOC3(C2)C[C@H](C(N)=O)N(C(=O)CC#N)C3)c1 (stereo not given in full) | -8 | .
c1ccc(-c2cc(-c3nc(-c4cccnc4)no3)c3ccccc3n2)cc1 | 8 | .
CCOc1ccc(-c2nn3c(-c4ccc(OC)cc4)nnc3s2)cc1 | 9 | .
Cc1ccc2nc(Nc3ncc4c(n3)CCCC4=O)nc(C)c2c1 | 8 | .

Profiles, quoted from the list. Order of screens: VHR inh abs	SARS 3CLpro inh
`CCOC(=O)c1sc(NC(=O)c2cc3c(C)nn(-c4ccccc4)c3s2)nc1C` is entered as 8	.
`Cc1cccc2cc(CN(CC3CCCO3)S(=O)(=O)c3ccccc3)c3nnnn3c12` (stereo not given) is entered as 14	.
`COc1cccc(C2C(C(=O)c3sc(C)nc3C)=C(O)C(=O)N2CCN(C)C)c1OC` (stereo not given) is entered as 32	.
`CCCCCC(=O)Nc1cccc(C2=NOC3(C2)C[C@H](C(N)=O)N(C(=O)CC#N)C3)c1` (stereo not given in full) is entered as -8	.

Remaining list, next part:
SMILES | VHR inh abs | SARS 3CLpro inh
COc1ccc(C2C(C(=O)c3cc4cccc(OC)c4o3)=C(O)C(=O)N2CCCN(C)C)cc1OC (stereo not given) | 8 | .
CCOc1ccc(N2CCn3c2nc2c3c(=O)n(CCc3ccccc3)c(=O)n2C)cc1 | 3 | .
CC1=C(C(=O)O)N2C(=O)[C@@H](NC(=O)[C@H](N)c3ccccc3)[C@H]2SC1 | 30 | .
Cc1ccccc1NC(=O)c1c(O)c2cccc3c2n(c1=O)CC3 | 21 | .
COc1cc(-c2nc(-c3ccc(C)nc3OC)no2)cc(OC)c1OC | 27 | .
c1ccc2nc3c(nc2c1)sc1nc2ccccc2n13 | -16 | .
CN(C)c1ccc(-c2ccncc2)cc1 | 8 | .
Cc1nc(N2CCN(c3ccccc3)CC2)c2c3c(sc2n1)CCC3 | 21 | .
Cn1c(=O)c2c3c(sc2n2c(SCC(=O)c4ccccc4)nnc12)COC(C)(C)C3 | 8 | .
Cc1cc(C)n2nc(CCc3nc4nc(C)cc(C)n4n3)nc2n1 | 21 | .
COc1ccc(C[C@H]2CN3C(=NC[C@@H]3Cc3ccccc3)N2C[C@H](C)NC(=O)CCC2CCCCC2)cc1 | 26 | .
CCOC(=O)c1ccc(NC(=O)c2c(O)c3ccccc3n(C)c2=O)cc1 | 19 | .
C#CCOCCOCCOCCNc1nc(N2CCN(C(=O)[C@H](CCC(=O)O)n3cc(C(N)Cc4ccc(O)cc4)nn3)CC2)nc(N2CCN(C(=O)[C@H](Cc3ccc(O)cc3)n3cc(C(N)CC(C)C)nn3)CC2)n1 (stereo not given in full) | 19 | .
CCN1CCN(Cc2nc3c(c(=O)n(C)c(=O)n3C)n2CCCc2ccccc2)CC1 | 3 | .
Cc1ccnc(NC(=O)CCC(=O)N(CC(=O)NC2CCCCC2)Cc2ccc3c(c2)OCO3)c1 | -12 | .
CCN(C(=O)CN1CCCc2ccccc21)c1c(N)n(Cc2ccccc2)c(=O)[nH]c1=O | 10 | .
C=CCn1cnc2c(c1=O)c1nc3ccccc3nc1n2-c1ccccc1 | -17 | .
Cc1cc(C)nc(-n2nc(C)cc2NC(=O)c2ccc3c(c2)OCO3)n1 | 14 | .
Cc1ccc(C2CC(=O)c3cnc(N4CC(C)CC(C)C4)nc3C2)cc1 (stereo not given) | -8 | .
Clc1ccc(C2[C@H]3CN(Cc4ccc(-c5ccccc5)cc4)[C@H](c4ccccc4)C34CC2(c2cccnc2)C4)cn1 (stereo not given in full) | 4 | .
COc1cc2nc(CN3CCN(c4ncc(C(F)(F)F)cc4Cl)CC3)[nH]c(=O)c2cc1OC | -24 | .
Cc1cc(OCC(=O)Nc2cc(C)nn2-c2ccccn2)c2c3c(c(=O)oc2c1)CCC3 | 14 | .
CCCc1nc2oc3c(N4CCNCC4)ncnc3c2c2c1CCCC2 | -12 | .
N#Cc1cc2c(=O)n3ccccc3nc2n(CCN2CCOCC2)c1=O | -12 | .
CCOc1cc(NC(=O)c2ccco2)c(OCC)cc1NC(=O)CCc1ccc(OC)cc1 | 27 | .
COc1cc([C@@H]2c3cc4c(cc3[C@@H](NC3CCN(Cc5ccccc5)CC3)[C@H]3COC(=O)[C@H]23)OCO4)cc(OC)c1O | 19 | .
CCOC(=O)c1c(C)oc2c1c(C(c1cccnc1)N1CCN(C)CC1)c(O)c1ccccc12 (stereo not given) | -5 | .
CCCn1c(=O)c(C(=O)Nc2nnc(CC)s2)c(O)c2ccccc21 | 32 | .
CC(=O)c1ccc(Nc2nc(C)nc3c2oc2ccccc23)cc1 | 34 | .
CN1C(=O)N(C)C(=O)C2(Cc3c(nc4ccccn4c3=O)N3CCC(Cc4ccccc4)CC32)C1=O (stereo not given) | 17 | .
N#CC(C(=O)NC1CCCCC1)c1nc2ccccc2nc1N1CCOCC1 (stereo not given) | 20 | .
Cc1cccn2c(=O)c3cc(C(=O)NCc4cccnc4)c(=N)n(C)c3nc12 | 34 | .
CCCCNC(=O)C(c1ccc(OCC(=O)OC)c(C(=O)OC)c1)N(CCc1c[nH]c2ccccc12)C(=O)CCCCCN1C(=O)NC(c2ccc(-c3ccccc3)cc2)C(C(=O)OCc2ccccc2)=C1C (stereo not given) | 26 | .
Cc1nn(-c2ccc(Cl)cc2)c2sc(C(=O)N3CCN(C(=O)c4ccco4)CC3)cc12 | 14 | .
CCOc1ccc2[nH]c(=O)c(CN(C(=O)N3CCOCC3)C3CC3)cc2c1 | 25 | .
CCC(O)CNc1nc(-n2nc(C)cc2C)nc2sc3c(c12)CCCC3 (stereo not given) | 25 | .
Cc1cc(Cl)ccc1N=Cc1c(O)n(C)c(=O)n(C)c1=O | 8 | .
Cc1ccc(N2CCN(c3cc(C)nc4c5c(C)cc(C)nc5nn34)CC2)cc1 | 15 | .
CC(=O)c1cnc(Nc2nc(C)c3cccc(C)c3n2)nc1C | 18 | .
COc1ccc(CCNC(=O)c2cc3c(=O)n4cccc(C)c4nc3n(Cc3ccncc3)c2=N)cc1 | 31 | .
C/C=C(\C)C(=O)N1CC2(CC(c3cccc(NC(=O)CC(c4ccccc4)c4ccccc4)c3)=NO2)C[C@H]1C(N)=O (stereo not given in full) | 7 | .
Cc1ccc(N2CCCn3c2nc2c3c(=O)n(CC(=O)OCc3ccccc3)c(=O)n2C)cc1C | -25 | .
Cc1ccc(CNC(=O)c2cc3c(=O)n4cccc(C)c4nc3n(CC3CCCO3)c2=N)cc1 (stereo not given) | 22 | .
COc1ccc(OC)c(CC(NC(C)=O)C(=O)NC2CCN(c3nc(C)cc(C)c3C#N)CC2)c1 (stereo not given) | 7 | .
Cc1cc(NC(=O)CSc2ncnc3sc4c(c23)CCC(C)C4)no1 (stereo not given) | -16 | .
COC(=O)c1ccc(C23CC4(C2)[C@H](CN(Cc2ccc(C(F)(F)F)cc2)[C@@H]4c2ccccc2)C3c2ccc(C(F)(F)F)cc2)cc1 (stereo not given in full) | 11 | .
CCc1nc2c(sc3nc(N4CCOCC4)c4c(c32)CC(C)(C)OC4)c(=O)o1 | 45 | .
O=c1c2cccc3c(N4CCOCC4)ccc(c32)c2nc3ccccc3n12 | 0 | .
CCCn1c(=O)c2ccccc2n2c(SCN3C(=O)c4ccccc4C3=O)nnc12 | -1 | .
CCOC(=O)N1CCN(c2ncnc3c2oc2nc(C)c4c(c23)CC(C)(C)OC4)CC1 | 12 | .
COC(=O)c1[nH]c2cc(OC)c(OC)cc2c1NC(=O)CN1CCN(Cc2ccccc2)CC1 | 15 | .
CCOC(=O)c1cnn(-c2nc3sc4c(c3c(=O)[nH]2)CCCC4)c1N | 13 | .
COC(=O)c1[nH]c(C)c(/C(O)=C2\C(=O)C(=O)N(CCN(C)C)C2c2ccc(OC)cc2)c1C (stereo not given) | -2 | .
Cc1nc(SCn2nnc3ccccc3c2=O)c2c(C)c(C)sc2n1 | 40 | .
CC(C)Cc1nc(N2CCN(C(=O)Cc3ccccc3)CC2)c(C#N)c2c1COC(C)(C)C2 | 16 | .
CCc1nnc(NC(=O)c2c(O)c3cccc4c3n(c2=O)CC4)s1 | -5 | .
Clc1ccc(-c2nn3c(-c4ccccn4)nnc3s2)c(Cl)c1 | 15 | .
COc1ccc2[nH]c(=O)c(CN(C(=O)C3CCCO3)c3cccc(C)c3)cc2c1 (stereo not given) | 20 | .
COc1ccc(Cn2c3nc4ccccc4nc3c3c(=O)n(Cc4ccco4)c(C)nc32)cc1 | 91* | .
COc1ccc(-n2c(=O)c3c4c(sc3n3c(C)nnc23)CCCC4)cc1 | . | 0

Later entries.
SMILES | VHR inh abs | SARS 3CLpro inh
Cc1ccc(-n2nc3c(N4CCN(c5ccccc5)CC4)nnc(C)c3c2C)cc1 | . | 0
O=C1c2ccccc2C(=O)N1Cc1nc(-c2cccnc2)no1 | . | -3
Cc1nnc(N2CCN(C)CC2)c2nn(-c3ccc(Cl)cc3)c(C)c12 | . | -5
Cc1cc(C)nc(NC2=NCCN2C(=O)Nc2ccc(Cl)c(Cl)c2)n1 | . | 3
CCN1C(=O)/C(=C2/Sc3ccc(OC)cc3N2C)SC1=Nc1ccc(C)cc1 | . | -1
Cc1cccc2cc(CN(Cc3ccccc3)C(=O)N3CCOCC3)c3nnnn3c12 | . | -1
Cc1nn(-c2ccccc2)c(Cl)c1/C=C1\N=C(c2ccccc2)OC1=O | . | 1
CC1=NC(=O)C(N=Nc2cccc3ccccc23)N1c1ccccc1 (stereo not given) | . | 5
CC(C)C1Cc2c(sc3c2c(=O)n(-c2ccccc2)c2nncn32)CO1 (stereo not given) | . | -3
Cc1ccnc(SCCn2c(N3CCOCC3)nc3c2c(=O)n(C)c(=O)n3C)n1 | . | 2
Cc1ccc(-n2nnc3c(SCC(=O)N4CCN(c5ccccc5)CC4)ncnc32)cc1 | . | -6
COc1ccc(-c2onc3ccc(Cl)cc23)cc1OC | . | -9
CNC(=O)CN(C#N)c1nc(N(C)C)nc(N(C)C)n1 | . | -3
CCOc1ccc2cc(C#N)c(SCC(=O)N3CCCC3)nc2c1 | . | -3
Cc1nnc(SCc2cc(=O)[nH]c(Nc3nc(C)c4ccccc4n3)n2)s1 | . | 4
CC1(C)Cc2ccccc2-c2c1c(=O)n(-c1ccccc1)c1nnnn21 | . | -4
O=C(CN1C(=O)c2ccccc2C1=O)OCN1C(=O)c2ccccc2C1=O | . | -1
Cc1cc(=O)[nH]c(/N=C(/NC(=O)c2ccccc2)Nc2ccc3c(c2)OCCO3)n1 | . | 1
O=C1CC(N2CCC(c3nc4ccccc4o3)CC2)C(=O)N1c1ccc(Cl)cc1 (stereo not given) | . | 1
O=S(=O)(c1ccc(F)cc1)N1CCC(N2CCN(c3ccccc3)CC2)CC1 | . | -5
CC1CCc2c(sc3ncnc(N4CCN(S(=O)(=O)c5cccc6nonc56)CC4)c23)C1 (stereo not given) | . | -1

Single entries from the entries so far.
`Cc1ccc(-n2nnc3c(SCC(=O)N4CCN(c5ccccc5)CC4)ncnc32)cc1` @ SARS 3CLpro inh = -6
`CC1CCc2c(sc3ncnc(N4CCN(S(=O)(=O)c5cccc6nonc56)CC4)c23)C1` (stereo not given) @ SARS 3CLpro inh = -1
